Screens (PubChem)
ALOX12 inh: Primary qHTS assay for inhibitors of human arachidonate 12S-lipoxygenase (ALOX12): Round 2; Polyunsaturated fatty acid lipoxygenase ALOX12 (Homo sapiens), P18054; purified 12hLO, xylenol orange hydroperoxide absorbance; Potency, µM (top dose mostly 108 µM), without a hit: top-dose activity change, negative = inhibition, hits mostly inhibitors; 580,000 compounds, 1.1% hits; AID 1671190, 2021; note: potency is the fitted concentration of half-maximal effect; % is set by controls: 0 for no effect and ±100 for the full control effect
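Hydroperoxide product was detected by ferrous iron/xylenol orange as the 573 to 405 nm absorbance ratio. Arachidonic acid at 40 uM (final) was turned over for 30 min at room temperature by 150 nM human 12hLO, pH 7.0 Hepes buffer, after 15 min compound preincubation.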
RGS4 inhibitor: Inhibitors of Regulator of G Protein Signaling (RGS) 4: qHTS; Regulator of G-protein signaling 4 (Homo sapiens), P49798; Transcreener GDP fluorescence polarization, RGS4-accelerated GTP hydrolysis; Potency, µM (series often up to 114 µM), for inactives: at the top dose activity change, negative = inhibition, hits mostly inhibitors; 390,000 compounds, 0.039% hits; AID 504845, 2011; note: potency is the fitted concentration of half-maximal effect; % is set by controls: 0 for no effect and ±100 for the full control effect; nearly all actives have a fitted effect of over 75% in size; some results filed as inactive show a strong effect at the top dose
Target sequence (P49798 whole entry, looked up): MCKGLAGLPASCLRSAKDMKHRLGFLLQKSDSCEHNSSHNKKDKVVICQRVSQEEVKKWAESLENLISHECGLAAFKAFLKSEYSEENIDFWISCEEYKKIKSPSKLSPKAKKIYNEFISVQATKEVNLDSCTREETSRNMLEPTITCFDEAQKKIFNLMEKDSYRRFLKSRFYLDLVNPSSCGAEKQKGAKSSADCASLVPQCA
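MLSMR compounds (23 nl, pin-transferred) preincubated 10 min at room temperature with a 500nM (2x) first reagent, then RGS4 at 900nM (2x) plus Transcreener GDP mix added; fluorescence polarization (620/688 nm) read before and after 90 min at 30 °C.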
GLS inh: qHTS for Inhibitors of Glutaminase (GLS); Glutaminase kidney isoform, mitochondrial (Homo sapiens), O94925; GLS enzymatic activity, qHTS titration; Potency, µM (highest dose often 45.5 µM), without a hit: top-dose activity change, negative = inhibition, hits mostly inhibitors; 410,000 compounds, 0.21% hits; AID 624170, 2012; note: potency is the fitted concentration of half-maximal effect; % is set by controls: 0 for no effect and ±100 for the full control effect
Target sequence (O94925 whole entry, looked up, canonical isoform): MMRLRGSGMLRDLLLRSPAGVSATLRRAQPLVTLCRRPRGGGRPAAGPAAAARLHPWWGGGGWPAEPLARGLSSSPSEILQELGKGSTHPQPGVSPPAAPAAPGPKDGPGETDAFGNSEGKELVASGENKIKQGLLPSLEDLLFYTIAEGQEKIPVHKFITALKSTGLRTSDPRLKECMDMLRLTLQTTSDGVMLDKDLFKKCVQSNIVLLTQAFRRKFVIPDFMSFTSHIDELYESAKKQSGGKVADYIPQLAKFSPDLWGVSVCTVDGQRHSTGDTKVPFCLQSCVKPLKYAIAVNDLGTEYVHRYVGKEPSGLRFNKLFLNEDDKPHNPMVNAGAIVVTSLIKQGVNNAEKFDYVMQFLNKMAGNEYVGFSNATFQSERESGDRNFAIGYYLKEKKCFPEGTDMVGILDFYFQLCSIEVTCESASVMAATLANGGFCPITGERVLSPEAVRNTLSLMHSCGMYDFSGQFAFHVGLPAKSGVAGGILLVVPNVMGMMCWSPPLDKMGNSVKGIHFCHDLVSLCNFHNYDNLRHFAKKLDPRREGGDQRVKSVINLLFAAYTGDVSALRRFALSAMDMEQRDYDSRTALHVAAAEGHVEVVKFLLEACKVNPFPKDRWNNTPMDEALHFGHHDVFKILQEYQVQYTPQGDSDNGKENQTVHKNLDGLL
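Two-point fluorescence kinetic (t0, 30 min RT) for hKGA; glutamate detected via glutamate oxidase–HRP–Amplex Red. Substrate: 1 mM L-glutamine solution; buffer 45 mM KH2PO4, pH 8.2.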
ERG Ets-DNA blk: qHTS for Small Molecule Inhibitors of the ERG Ets/DNA interaction. fluorescence polarization, His-ERG Ets domain / labelled DNA. Potency, µM (titrated, usually from 76.9 µM), for the others: at the highest dose FP activity, negative = inhibition, actives largely listed as inhibitors. Transcriptional regulator ERG (Homo sapiens), P11308. 370,000 compounds, 0.028% hits; active = well fitted inhibition curve with a large enough effect in the polarisation, with a control signal flat; inconclusive = small, poorly fitted or top-dose-only effect, or effect the other way, or a change in a side signal; inactive = no such curve, though single readings can be large or run the other way; the % refers to the polarisation;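 note: polarization taken with two DNA probes labelled with fluorescein and Texas red; potency is the fitted concentration of half-maximal effect; % of control where 0% means no effect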
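His-tagged ERG Ets domain (1 uM in the protein solution; 300mM KCl, 50mM Tris-HCl, 1mM EDTA, 1mM DTT, pH 7.5) received compound, then a probe mix of 5 nM fluorescein-DNA and 100nM Texas-615-DNA. Fluorescence polarization was read for both dyes.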
JMJD2A Tudor: qHTS Assay for Inhibitors of JMJD2A-Tudor Domain; 390,000 compounds, 4.4% hits; Potency, µM (top dose mostly 114 µM), without a hit: top-dose activity change, negative = inhibition, hits mostly inhibitors; AlphaScreen JMJD2A-Tudor / H3K4me3 peptide binding; note: potency is the fitted concentration of half-maximal effect; % is set by controls: 0 for no effect and ±100 for the full control effect; nearly all actives have a fitted effect of over 50% in size
BAZ2B inh: qHTS Assay for Inhibitors of BAZ2B; Potency, µM (titrated, usually from 114 µM), for inactives: at the top dose activity change, negative = inhibition, hits mostly inhibitors; AlphaScreen BAZ2B-H3K14Ac peptide displacement; Bromodomain adjacent to zinc finger domain protein 2B (Homo sapiens), Q9UIF8; 360,000 compounds, 4.4% hits; AID 504333, 2011; note: potency is the fitted concentration of half-maximal effect; % is set by controls: 0 for no effect and ±100 for the full control effect; nearly all actives have a fitted effect of over 60% in size
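In this displacement format the biotinylated H3(5-23) peptide acetylated at Lys14 serves as ligand at 50 nM, with BAZ2B at 50 nM in PBS pH 7.4 containing 0.01% Tween-20. Donor and acceptor beads are 10 ug/mL final.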
G9a inh: qHTS Assay for Inhibitors of Histone Lysine Methyltransferase G9a | Histone-lysine N-methyltransferase EHMT2 (Homo sapiens), Q96KQ7 | G9a H3K9 monomethylation, AlphaScreen, 2 h | Potency, µM (highest dose often 102 µM), inactives show at the top dose activity, negative = inhibition, hits mostly inhibitors | 350,000 compounds, 8.8% hits; note: potency is the fitted concentration of half-maximal effect; % is set by controls: 0 for no effect and ±100 for the full control effect; nearly all actives have a fitted effect of over 75% in size
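AlphaScreen read-out: biotin-H3K9 peptide (500 nM) methylation by 20 nM enzyme with 20 uM SAM, 2 h at room temperature after 15 min compound preincubation; anti-monomethyl H3K9 antibody plus donor/acceptor beads, 10 min dark.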
PI4K2A inh: qHTS for small molecular inhibitors of PI4K2A; activity change, negative = inhibition, % at 76.9 µM; AID 1346378, 2018; 420,000 compounds, 0.13% hits; purified PI4K2A, ADP-Glo luminescence, 1 h; stronger effect = lower value; Phosphatidylinositol 4-kinase type 2-alpha (Homo sapiens), Q9BTU6; in the data active = activity change below about -50%; inconclusive = mostly about -30% to -49%;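 note: -100% = wells without enzyme as full effect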
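ADP-Glo luminescence measured ADP generated by PI4K2A enzyme (4 ug/mL before mixing) with 1.2 mM PI substrate (pre-mix) and 300 microM ATP (pre-mix). Tris pH7.5 buffer with MgCl2, Triton X-100; 1 h reaction at ambient temperature.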
HP1b chromo inh: HTS for Inhibitors of HP1-beta Chromodomain Interactions with Methylated Histone Tails; Potency, µM (titrated, usually from 114 µM), for the others: at the highest dose activity change, negative = inhibition, most hits filed as inhibitors; AlphaScreen HP1-beta / biotin-H3K9me3 peptide binding; 390,000 compounds, 0.56% hits; note: potency is the fitted concentration of half-maximal effect; nearly all actives have a fitted effect of over 70% in size; inactives centre near 23
Target sequence (P83916 whole entry, looked up): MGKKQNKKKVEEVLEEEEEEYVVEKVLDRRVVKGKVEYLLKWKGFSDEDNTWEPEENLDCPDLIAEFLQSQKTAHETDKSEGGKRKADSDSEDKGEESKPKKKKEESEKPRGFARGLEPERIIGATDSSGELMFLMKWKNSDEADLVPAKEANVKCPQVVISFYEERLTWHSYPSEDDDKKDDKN
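AlphaScreen: HP1-beta (50 nM) preformed 30 min with biotin-H3(1-18)K9me3 peptide (50 nM) in PBS pH 7.4, 0.01% Tween-20. Compound added for 30 min at RT, then streptavidin donor/nickel chelate acceptor beads (10 ug/mL) for 30 min.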
Active calls of the source: *; ? = inconclusive; nt = not tested or not shown; [ ] = remark or other dose. Unless noted, calls come from the whole dose curve; as a rule, active = well fitted curve in the direction sought with a large enough effect; inconclusive = small, poorly fitted or top-dose-only effect, or another doubt; inactive = no such curve, though single readings can be large; an effect the other way counts as inactive or inconclusive. An excerpt; count on the stated rates, not on these rows.

cpd | smiles | GLS inh | BAZ2B inh | JMJD2A Tudor | ALOX12 inh | RGS4 inhibitor | PI4K2A inh | HP1b chromo inh | G9a inh | ERG Ets-DNA blk
1 | CCn1nnc2c(=O)oc3ccccc3c21 | -1% | 1% | -4%[57.1 µM] | -3% | -53% | 17 | 52%[activator] | -6% | -5%
2 | O=C(CSc1ccc(Cl)cc1)NCc1ccncc1 | 3% | 21% | 10% | -2% | 3% | 3 | 38% | -10% | -7%
3 | CC(=O)Nc1ccc(/C=N/NC(=O)CCN2CCN(c3ccccc3)CC2)cc1 | -3% | -16% | -8% | 0% | -12% | 1 | 24% | 13% | 5%
4 | CCOc1ccc(-c2csc3ncnc(Nc4cccc(O)c4)c23)cc1 | 4% | -8% | -13% | -24% | -9% | 0 | 19% | -2%[59 µM] | -1%
5 | COc1ccc(-c2nc(CNS(=O)(=O)c3ccc(C)cc3)cs2)cc1 | -15% | 5% | -1% | -22% | -3% | -3 | 37% | -27%[59 µM] | 1%
6 | CN(C)S(=O)(=O)c1ccc(Cl)c(NC(=O)COC(=O)CCC2CCCCC2)c1 | 1% | nt | -4% | -7% | -3% | -1 | 39%[activator] | nt | 15%
7 | CCCc1nnc(NC(=O)CCC(=O)N2CCN(S(=O)(=O)c3ccc(C)cc3)CC2)s1 | -9% | 13% | 2% | -4% | -16% | 0 | 19% | 40% | -6%
8 | O=S(=O)(c1cccc(-c2nnco2)c1)N1CCCC1 | 10% | 10% | 7% | 0% | -9% | 2 | 32% | 10% | -2%
9 | CC(=O)c1cccc(NC(=O)c2nc3ccccc3nc2N2CCCCC2)c1 | 1% | -32% | ? | -4% | -7% | 2 | -22% | -9%[59 µM] | -2%
10 | CC1(CC(=O)NNC(=O)Nc2ccccc2)OCCCO1 | 6% | 5% | -7% | 11% | -10% | 3 | 30% | 2% | 3%
11 | COc1ccc(NC(=O)CCNS(=O)(=O)c2ccc3c(c2)c(=O)n(C)c(=O)n3C)c(OC)c1 | -16% | -5% | -14% | 5% | 8% | -1 | 18% | 6% | -9%
12 | Cc1cccc(C)c1NC(=O)CN(C)C(=O)c1ccc(COc2ccccc2)cc1 | 3% | -15% | -11% | 7% | -13% | -6 | 14% | nt | -2%
13 | C=CCOc1ccccc1CNc1cccc(F)c1 | 5% | 75%[activator] | 19% | -25% | 4% | -7 | 104%[activator] | 95%[activator][59 µM] | -7%
14 | CCOC(=O)/C(C#N)=C\C1=C(N2CCOCC2)CC(C)(C)OC1 | 7% | -7% | -30% | 10% | -12% | 3 | 2% | -10% | 14%
15 | Nc1ccc(CCS(N)(=O)=O)cc1 | 11% | -3% | -4% | -19% | -1% | 1 | 27% | 0%[59 µM] | -3%
16 | COC(=O)c1ccc(S(=O)(=O)N2CCC(O)CC2)n1C | -5% | 15% | -9% | 3% | 28% | -2 | 15% | 4% | 0%
17 | O=C(O)c1cccc2c1/C(=N/O)c1ccccc1-2 | 7% | nt | -15% | ? | -27% | -7 | 11% | nt | -27%
18 | CCOc1ccc(C(=O)Cc2ccc3oc(C(=O)O)cc3c2)c(O)c1 | 20% | -5% | -7% | ? | 9% | -10 | 18% | -42% | -10%
19 | COc1cccc(Cn2c(CNS(=O)(=O)c3ccc(F)c(Cl)c3)nc3cccnc32)c1 | -2% | 3% | -19% | -10% | -40% | -9 | 36%[57 µM] | 3%[59 µM] | -1%
20 | O=C(CCN1C(=O)/C(=C/c2ccccc2Cl)SC1=S)NN1CCOCC1 | 10% | -9%[57.1 µM] | -10% | 14% | 29% | -3 | 31% | 10% | 6%
21 | C[C@]12CCC(=O)C=C1CC[C@H]1[C@@H]3CC[C@](O)(C(=O)CO)[C@@]3(C)C[C@H](O)[C@@]12F | 2% | nt | nt | -7%[22.9 µM] | nt | -1 | nt | -41%[12.7 µM] | nt
22 | S=c1[nH]nc(-c2ccco2)n1/N=C/c1c(Cl)cccc1Cl | -4% | 0% | ? | -19% | -21% | 4 | 51%[activator] | 0.4µM* | -8%
23 | Cn1c(SCC(=O)NC2CCCCC2)nnc1-c1ccncc1 | 8% | 4% | -3% | 12% | 22% | -18 | 18% | 26% | 15%
24 | COCc1cnc(C)nc1N | -7% | 1% | 1% | -6% | -3% | 3 | 12% | -1% | -4%
25 | O=C(CNC(=O)c1cccc(S(=O)(=O)N2CCc3ccccc32)c1)Nc1ccccc1Br | -2% | nt | -7% | 293%[activator] | -31% | 4 | 19% | nt | 7%[15.4 µM]
26 | C#CCOCCOCCOCCNc1nc(N2CCN(C(=O)[C@H](Cc3cc4ccccc4[nH]3)n3cc([C@@H](N)Cc4ccc(O)cc4)nn3)CC2)nc(N2CCN(C(=O)[C@H](Cc3cc4ccccc4[nH]3)n3cc([C@@H](N)CC(C)C)nn3)CC2)n1 | 10% | ? | 50µM* | nt | ? | -8 | -24% | ? | -9%
27 | OC1(c2ccccc2)c2ccccc2-c2ncccc21 (stereo not drawn) | -1% | -11% | 5% | -11% | -20% | 2 | 19% | 6% | -3%
28 | O=C(NN=C1CCN(Cc2ccccc2)CC1)c1cccc(S(=O)(=O)Nc2ccccc2Cl)c1 | 19% | 3% | -24% | -2% | 33% | 1 | 12% | 8%[59 µM] | 0%
29 | O=C(Nc1c(F)cc(F)cc1Br)c1cc(S(=O)(=O)N2CCN(c3ccccn3)CC2)ccc1F | -1% | ? | ? | ? | 2% | 1 | 28% | 50µM* | -4%
30 | COc1ccccc1NC(=O)Nc1nc(CC(=O)Nc2ccc(F)c(F)c2)cs1 | -29% | -29% | -12% | -18% | -5% | -1 | 30% | -48% | 4%
31 | CSc1nnc(NC(=O)Cc2coc3cc(C)ccc23)s1 | 0% | -3% | -3% | -14% | -15% | -2 | 42%[activator] | -1%[59 µM] | 14%
32 | Cc1ccc(C(=O)NCC(=O)OCC(=O)c2ccc(Cl)s2)cc1 | -2% | 8% | -2% | ? | 21% | -3 | 33% | 21%[2.33 µM] | -2%
33 | COc1ccc(OC)c(S(=O)(=O)N2CCC(C(=O)N3CCCCCC3)CC2)c1 | 0% | 9% | 7% | 7% | -12% | -2 | 29% | 5% | 11%
34 | CCN(CC)CCn1cnc2c([nH]c3cccc(OC)c32)c1=O | 28% | -2% | 6% | 11% | 10% | 0 | 48% | -53%[59 µM] | 8%
35 | COc1cccc(N2CCN(c3ccc(S(=O)(=O)N4CCCC4)cc3)CC2)c1 | 1% | 0% | -19% | -20% | 18% | -4 | 42%[activator] | -25%[59 µM] | -11%
36 | c1coc(C2=NCCc3ccccc32)c1 | -3% | -27% | -8% | ? | 9% | -3 | 26% | -45% | -7%
37 | O=C(Nc1ccnn1C1CCN(Cc2ccc3nonc3c2)CC1)c1cccc(F)c1 | -4% | -8% | -12% | -6% | -2% | -2 | 33% | 54%[activator] | 7%
38 | COc1cccc(CN(C)CC(=O)Nc2sc3c(c2C#N)CCC3)c1OC | 5% | 79µM* | -8% | -2% | 3% | -1 | 40%[activator] | -33% | 8%
39 | O=C(Cc1ccc(Cl)cc1)NCCS(=O)(=O)N1CCN(c2ccccc2)CC1 | 1% | 9% | -17% | 14% | -2% | 1 | 1% | -1%[0.501 µM] | 2%
40 | COC(=O)c1cc(-c2ccc(Cl)cc2)c2c(=O)[nH]c(=O)n(C)c2n1 | -1% | 0% | -13% | -12% | 1% | 6 | 11% | -3%[59 µM] | -4%
41 | O=C(/C=C/c1ccco1)Nc1cccnc1 | -2% | -36% | -4% | 0% | -12% | 4 | 45%[activator] | nt | -13%
42 | COCCNC(=O)C(c1ccncc1)N(C(=O)Cn1nnc2ccccc21)c1ccc(OC)cc1 (stereo not drawn) | 13% | -5% | -18% | 0% | 26% | 0 | 10% | ? | 5%
43 | O=C(CSc1ncnc2scc(-c3ccccc3)c12)NCc1ccc2c(c1)OCO2 | 3% | -5% | -10% | -8% | -2% | -2 | 35% | 14%[59 µM] | 7%
44 | COc1cccc(/C=C/C(=C2/C(=O)N(c3ccccc3)N=C2C)c2ccccc2)c1OC | -6% | 4.5µM* | ? | 7% | 6% | -4 | -35% | 1.4µM* | -6%
45 | O=C(COC(=O)[C@@H]1CC(O)CN1S(=O)(=O)c1ccc2c(c1)OCCO2)NCc1ccc(F)cc1 (stereo partly drawn) | -2% | nt | -9% | 1% | -8% | -2 | 41%[activator] | -23% | -2%
46 | CN1CCCN(C(=O)CNC(=O)c2ccc(Cl)cc2Cl)CC1 | -6% | nt | -3% | -4% | -13% | 8 | 51%[activator] | nt | 13%
